# From PubChem
# Tau fluor cs = Counterscreen qHTS for Inhibitors of Tau Fibril Formation, Fluorescence Polarization | tau K18 P301L Alexa594 fluorescence, heparin fibrillization | actives 0.93% (n = 280,000) | Potency, µM (top dose mostly 57.7 µM), for inactives: at the top dose activity change, negative = decrease; note: % is set by controls: 0 for no effect and ±100 for the full control effect; nearly all actives have a fitted effect of over 55% in size
#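 Human tau K18 P301L (15 uM unlabeled, 0.24 uM Alexa 594-labeled) in 100 mM sodium acetate pH 7 with 20 uM heparin, 6 hr at 37 C. ThT 30 uM added, 1 hr ambient; Alexa 594 FP and total fluorescence read at 555/632 nm.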
# GAA glycogen = qHTS Assay for Inhibitors and Activators of Human alpha-Glucosidase Cleavage of Glycogen. Lysosomal alpha-glucosidase (Homo sapiens), P10253. Potency, µM (highest dose often 76.4 µM), without a hit: at the top dose activity change, negative = inhibition, actives largely listed as inhibitors. recombinant GAA, glycogen substrate, Amplex Red glucose oxidase fluorescence. actives 0.38% (n = 300,000);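 note: 0% = full enzyme reaction and -100% = no-enzyme basal signal; the screen sought inhibitors and activators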
#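 Recombinant human alpha-glucosidase (4 nM final) hydrolysed bovine liver glycogen (30 ug) for 40 min at 37 C in pH 5.0 citrate/phosphate with 0.01% Tween-20. Released glucose detected by glucose oxidase/Amplex Red, Ex 573/Em 610 nm. Compounds up to 77 uM; AC50 from Hill fits.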
# aGlu spleen mod = qHTS Assay for Inhibitors and Activators of Human alpha-Glucosidase From Spleen Homogenate. Lysosomal alpha-glucosidase (Homo sapiens), P10253. human spleen homogenate, 4-MU-alpha-glucoside fluorescence. Potency, µM (highest dose often 79.9 µM), inactives show at the highest dose activity change, negative = inhibition, actives largely listed as inhibitors. actives 0.006% (n = 240,000). AID 2112, 2009;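 note: 0% = enzyme with vehicle and -100% = no enzyme basal signal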
#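 Enzyme source: human spleen homogenate, 1 ug/well. Buffer 50 mM citric acid/K phosphate pH 5.0, 0.01% Tween-20. 4-MU-alpha-glucoside 1 mM; 37 C x 40 min; NaOH/glycine stop; fluorescence.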
# GAA inhib = qHTS Assay for Inhibitors of Human alpha-Glucosidase as a Potential Chaperone Treatment of Pompe Disease. purified human GAA, 4-MU-alpha-glucoside fluorescence. actives 0.005% (n = 200,000). Potency, µM (highest dose often 76.9 µM), inactives show at the highest dose activity change, negative = inhibition, most hits filed as inhibitors. Lysosomal alpha-glucosidase (Homo sapiens), P10253;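 note: plate controls were uninhibited enzyme wells for no effect and no-enzyme background for full effect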
#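 Compounds are titrated up to 77 uM against 4 nM human enzyme. Substrate 4-methylumbelliferyl-alpha-D-pyranoside (400 uM) reacts 20 min at room temperature in pH 5.0 buffer; liberated 4-methylumbelliferone is read at 440 nm.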
# Tau FP inhib = qHTS for Inhibitors of Tau Fibril Formation, Fluorescence Polarization. Microtubule-associated protein tau (Homo sapiens), P10636. AID 1468, 2008. K18 P301L tau heparin fibrillization, Alexa594 FP, 6 h. Potency, µM (top dose mostly 57.7 µM), for the others: top-dose activity, negative = inhibition, usual class: inhibitors. actives 0.39% (n = 280,000); note: % is set by controls: 0 for no effect and ±100 for the full control effect; nearly all actives have a fitted effect of over 55% in size
# Target sequence (P10636 561-689 P618L limits assumed): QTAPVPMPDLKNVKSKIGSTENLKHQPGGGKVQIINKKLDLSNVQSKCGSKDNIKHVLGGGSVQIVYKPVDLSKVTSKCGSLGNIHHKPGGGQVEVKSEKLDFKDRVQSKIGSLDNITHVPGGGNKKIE
#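 Recombinant K18 P301L […], labeled with Alexa 594 at 0.24 uM over 15 uM unlabeled; heparin inducer 20 uM final; 37 C, 6 hr; FP endpoint.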
# aGal spleen mod = qHTS Assay for Inhibitors and Activators of Human alpha-Galactosidase From Spleen Homogenate. AID 2107, 2009. human spleen homogenate, 4MU-alpha-Gal fluorescence, 40 min. Potency, µM (series often up to 80 µM), without a hit: at the highest dose activity change, negative = inhibition, hits mostly inhibitors. Alpha-galactosidase A (Homo sapiens), P06280. actives 0.008% (n = 240,000);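 note: 0% = enzyme with vehicle and -100% = no enzyme basal signal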
# Target sequence (P06280 32-429 limits assumed): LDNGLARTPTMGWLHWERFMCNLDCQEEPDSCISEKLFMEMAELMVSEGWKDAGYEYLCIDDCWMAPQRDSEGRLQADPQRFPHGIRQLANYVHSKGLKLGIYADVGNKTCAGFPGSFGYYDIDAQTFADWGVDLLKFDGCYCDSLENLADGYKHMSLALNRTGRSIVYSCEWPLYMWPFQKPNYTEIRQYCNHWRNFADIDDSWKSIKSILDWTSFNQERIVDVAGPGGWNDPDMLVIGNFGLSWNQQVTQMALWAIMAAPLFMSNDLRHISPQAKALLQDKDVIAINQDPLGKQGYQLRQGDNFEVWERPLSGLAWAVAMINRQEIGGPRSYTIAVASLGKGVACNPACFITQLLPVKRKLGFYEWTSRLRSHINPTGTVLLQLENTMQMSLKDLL
#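 Human spleen homogenate (1 ug) as enzyme source, 4-methylumbelliferyl-alpha-D-galactopyranoside 1 mM final, citrate/phosphate pH 5.0 with 0.01% Tween-20. Compounds 40 min at 37C, NaOH/glycine stop; fluorescence Ex 365/Em 440, Hill-fit AC50.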
# HTT cytoprotect = qHTS Multiplex Assay to Identify Dual Action Probes in a Cell Model of Huntington: Cytoprotection (ATP). PC12 HTT-Q103 induced, cytoprotection, ATP luminescence, 40 h. Potency, µM (titrated, usually from 56.4 µM), without a hit: cytoprotection (ATP increase), most hits filed as activators. actives 0.14% (n = 230,000);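 note: % of control where 0% means no effect; nearly all actives have a fitted effect of over 45% in size; toxic huntingtin expression switched on by the ecdysone agonist tebufenozide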
#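 PC12 cells with ecdysone-inducible HTT exon 1 Q103-GFP, induced with 100 nM tebufenozide and co-treated with library compounds in a dose series (1536-well, 1500 cells/well). Cytoprotection read as ATP content by ATPlite luminescence.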
# Tau fibril ThT = qHTS for Inhibitors of Tau Fibril Formation, Thioflavin T Binding; Microtubule-associated protein tau (Homo sapiens), P10636; recombinant tau K18 P301L (four-repeat tau fragment), heparin-induced fibrillization, ThT fluorescence; Potency, µM (highest dose often 57.4 µM), inactives show top-dose activity, negative = inhibition, hits mostly inhibitors; actives 2.1% (n = 270,000); AID 1460, 2008; note: % is set by controls: 0 for no effect and ±100 for the full control effect; nearly all actives have a fitted effect of over 55% in size
#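 Aggregation was driven by heparin (20 uM final) acting on recombinant tau […] bearing P301L in 100 mM sodium acetate pH 7; fibrils were detected with Thioflavin T.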
# * marks the source's active call; other numbers are inactive results; ? = inconclusive; · = not tested or not shown; [ ] = another dose, or the depositor's remark. Calls come from the whole dose curve; as a rule, active = well fitted curve in the direction sought with a large enough effect; inconclusive = small, poorly fitted or top-dose-only effect, or another doubt; inactive = no such curve, though single readings can be large; an effect the other way counts as inactive or inconclusive. Potency is the fitted concentration of half-maximal effect.
SMILES,Tau fluor cs,GAA glycogen,aGlu spleen mod,GAA inhib,Tau FP inhib,aGal spleen mod,HTT cytoprotect,Tau fibril ThT
COc1ccc(Oc2ccc(/C=C/C(=O)c3ccc(O)cc3)cc2[N+](=O)[O-])cc1,?,-1.1%,-6.5%,-17.5%,?,-8.0%,·,?
O=C(CN1CCOCC1)Nc1scc(-c2ccccc2)c1C(=O)N1CCOCC1,-7.4%,15.7%,6.9%,-5.6%,-9.2%,9.4%,1.6%,-2.3%
Cc1cc(NC(=O)C(C)C)ncc1NC(=O)c1cccc(F)c1,2.8%,6.7%,-3.9%,-7.5%,9.1%,-22.0%,3.2%,6.4%
O=C(Nc1ccc(Nc2ccncc2)cc1)c1ccc(Nc2ccnc3ccc([N+](=O)[O-])cc23)cc1[N+](=O)[O-],11.2µM*[quencher],1.3%,-2.3%,-10.7%,-3.0%,-3.6%,-10.0%[10 µM],?
CN1CCCC1CCO[C@@](C)(c1ccccc1)c1ccc(Cl)cc1 (stereo partly drawn),-10.6%,·,-12.0%,·,2.0%,2.2%,-62.5%[inhibitor],-14.4%
CC1=C(C(=O)OC(C)C)C(c2cccc([N+](=O)[O-])c2)n2c(cc(=O)[nH]c2=S)N1 (stereo not drawn),1.6%,?,7.8%,-0.3%,5.0%,15.0%,·,4.7%
NC(=O)c1cc([N+](=O)[O-])cc2c1C=Cc1ccccc1O2,-11.9%,4.9%,·,3.7%,-2.3%,3.8%,-8.5%,-9.4%
Cc1cc(=O)[nH]c(Sc2c(-c3ccccc3)c3ccccc3[nH]c2=O)n1,-3.4%,-1.5%,-3.6%,-4.2%,2.2%,-7.5%,4.2%,-8.4%
CN(c1ccc(C(=O)Nc2ccccc2C(F)(F)F)cc1)S(C)(=O)=O,-3.0%,11.5%,8.3%,-1.2%,-6.2%,13.2%,-10.3%,0.2%
CC12CC3(C)CC(C)(C1)CC(NC(=O)N1CCCC1)(C2)C3,-1.1%,-1.2%,1.2%,-2.1%,8.1%,-0.3%,11.8%,-3.1%
CCN(CC)c1nc2ccccc2nc1C(C#N)C(=O)NCCCOC (stereo not drawn),-16.0%,-26.2%,6.8%,?,-3.0%,18.6%,-5.3%,?
CCOC(=O)c1cc(C#N)c(SCC(N)=O)[nH]c1=O,-10.5%,-6.5%,-5.2%,·,-14.4%,3.0%,-8.5%[10 µM],?
O=C(Nc1ccc(Cl)c(S(=O)(=O)N2CCOCC2)c1)c1ccc(OCC2CCCO2)cc1 (stereo not drawn),?,-5.9%,-2.4%,-13.7%,0.3%,2.3%,-131.7%[inhibitor],-13.5%
CCCCCCCOC1(c2ccccc2)OC(=O)c2ccccc21 (stereo not drawn),-10.4%,-10.0%,2.8%,-11.4%,-6.0%,5.4%,13.4%,-9.7%
Cc1cc(C)cc(NC(=O)Nc2ccc3ccccc3n2)c1,1.7%,2.7%,5.9%,·,-6.5%,4.6%,8.4%[10 µM],·
COC(=O)c1c(NC(=O)c2ccc(OC)cc2OC)sc2c1CCCCC2,?,-3.6%[76.3 µM],·,·,-12.5%,·,·,?
C=CC1=C2C=C(C3CC3)N(CCCN(CC)CC)C=C2C(=O)C(C)(OC(=O)c2ccco2)C1=O (stereo not drawn),-0.7%[11.6 µM],·,0.3%[17.4 µM],·,-2.2%[11.6 µM],5.7%[17.5 µM],-6.7%[10 µM],1.8%[11.5 µM]
O=C(c1cc([N+](=O)[O-])ccc1N1CCCC1)N1CCCC1,8.8%,-6.5%,-0.3%,-12.0%,-4.3%,4.1%,-10.9%,-1.6%
Cc1cc(OCC(=O)Nc2ccc(F)c(F)c2)nc(C(C)C)n1,-4.1%,4.9%,-5.4%,-10.4%,-2.9%,2.9%,-0.9%,-0.6%
N=c1oc2ccc3ccccc3c2cc1C(N)=S,-13.7%,5.1%,0.6%,10.1%,3.1%,-3.1%,14.4%[10 µM],?
CC1CCN(C(=O)C2CCN(CC(C)c3ccccc3)CC2)CC1 (stereo not drawn),-2.5%,-1.0%,-5.5%,6.3%,4.2%,0.8%,-2.7%[10 µM],-4.2%
O=c1c2cc(Cl)ccc2nc(-c2ccc([N+](=O)[O-])cc2)n1O,-3.5%,4.7%,·,0.1%,2.3%,-3.0%,-71.1%[inhibitor],?
CCOc1ccc(NC(=O)C2CCCN(S(=O)(=O)c3c(C)noc3/C=C/N(C)C)C2)cc1 (stereo not drawn),?,-16.2%[76.3 µM],·,·,0.3%,·,·,?
COc1ccc(/C=C(/C(=O)c2cccs2)N2C=CC=CC2=C(C#N)C#N)cc1,-29.4%,-6.2%,5.7%,0.6%,?,13.0%,5.2%[10 µM],28.2µM*
COc1cc(/C=C/C(=O)N2C(=O)c3cccc(N)c3C2=O)cc(OC)c1OC,-14.7%,2.1%,2.8%,5.5%,?,7.1%,-7.3%[10 µM],?

# Random excerpt: two records from the list.
SMILES,Tau fluor cs,GAA glycogen,aGlu spleen mod,GAA inhib,Tau FP inhib,aGal spleen mod,HTT cytoprotect,Tau fibril ThT
CCCCCCCOC1(c2ccccc2)OC(=O)c2ccccc21 (stereo not drawn),-10.4%,-10.0%,2.8%,-11.4%,-6.0%,5.4%,13.4%,-9.7%
CN(c1ccc(C(=O)Nc2ccccc2C(F)(F)F)cc1)S(C)(=O)=O,-3.0%,11.5%,8.3%,-1.2%,-6.2%,13.2%,-10.3%,0.2%

# The main list resumes, repeating the 4 entries before the break.
SMILES,Tau fluor cs,GAA glycogen,aGlu spleen mod,GAA inhib,Tau FP inhib,aGal spleen mod,HTT cytoprotect,Tau fibril ThT
O=c1c2cc(Cl)ccc2nc(-c2ccc([N+](=O)[O-])cc2)n1O,-3.5%,4.7%,·,0.1%,2.3%,-3.0%,-71.1%[inhibitor],?
CCOc1ccc(NC(=O)C2CCCN(S(=O)(=O)c3c(C)noc3/C=C/N(C)C)C2)cc1 (stereo not drawn),?,-16.2%[76.3 µM],·,·,0.3%,·,·,?
COc1ccc(/C=C(/C(=O)c2cccs2)N2C=CC=CC2=C(C#N)C#N)cc1,-29.4%,-6.2%,5.7%,0.6%,?,13.0%,5.2%[10 µM],28.2µM*
COc1cc(/C=C/C(=O)N2C(=O)c3cccc(N)c3C2=O)cc(OC)c1OC,-14.7%,2.1%,2.8%,5.5%,?,7.1%,-7.3%[10 µM],?
O=C1CC(N2CCCc3ccccc32)C(=O)N1c1ccccc1 (stereo not drawn),-1.3%,-15.1%,-2.2%,5.9%,9.6%,-9.9%,-13.5%,-3.2%
COc1ccc(C/C(C)=N\NC(=O)c2c[nH]c3ccccc23)cc1OC,-13.0%,-2.5%,-3.8%,·,-9.8%,-0.1%,11.6%[10 µM],-14.8%
Cc1cc(C)c(-c2cc(NC(=O)COC(=O)c3ccc(CO)cc3)n(-c3ccccc3)n2)cc1C,10.3%,0.5%,0.7%,?,-1.2%,-3.4%,0.4%[10 µM],16.3%
CCCN(CCC)C(C)C(=O)NCC1(c2ccccc2)CCCC1 (stereo not drawn),2.2%,12.8%,-11.4%,-2.8%,8.4%,0.8%,29.7%[10 µM],-7.1%
COc1ccc(C2C(C#N)=C(N)Oc3c2sc2nc(C)cc(C)c32)cc1 (stereo not drawn),?,?,0.8%,-3.4%,?,-3.5%,4.9%,25.1µM*
COc1ccc(N2CC(C(=O)Nc3nccs3)CC2=O)cc1 (stereo not drawn),1.5%,1.2%,-11.8%,-2.6%,-0.4%,-8.1%,-2.5%,8.0%
CCOCCN(C(=O)COC)c1cccc(OC)c1,-11.9%,-1.6%,-4.9%,-1.1%,-0.1%,-5.2%,8.2%,-10.4%
COC(=O)/C=c1/sc2nc3ccccc3n2c1=O,-20.8%,-1.9%,3.4%,-3.2%,?,0.7%,11.0%,?
Cc1ccc(-c2csc(/C(C#N)=C/Nc3ccccc3SC(F)(F)F)n2)c(C)c1,-2.0%,5.2%,-2.5%,-20.3%,-1.4%,-1.8%,-9.6%[10 µM],-0.5%
Cn1c(=O)oc2cc(S(=O)(=O)NCCC(=O)N3CCc4ccccc4C3)ccc21,-7.7%,-1.1%,3.4%,0.9%,-11.5%,7.3%,14.5%,-1.9%
COc1ccc(-n2c(SCC(N)=O)nnc2-c2cccnc2)cc1,3.4%,-0.8%,-1.5%,1.8%,1.5%,0.7%,2.7%[10 µM],-6.1%
C(=C\c1nc(N2CCCC2)c2ccccc2n1)/c1ccccc1,2.3%,17.7%,-8.4%,6.0%,5.8%,0.7%,?,5.4%
COC(=O)c1c(NC(=O)/C(C#N)=C/c2ccc(OC)cc2)sc2c1C(C(=O)OC)CC2 (stereo not drawn),-13.5%,-8.6%[76.3 µM],·,·,-17.3%,·,·,?
Cc1ccc2c(c1)N(C(=O)CCC(=O)NCc1cccs1)CCO2,-10.6%,15.2%[76.3 µM],·,·,4.8%,·,·,-9.8%
CC1=NN(C(N)=S)C(=O)C1N=Nc1c(C)cc(C)cc1C (stereo not drawn),-21.5%,0.8%,-2.3%,0.8%,2.9%,-5.5%,16.8%,4.47µM*
COc1ccc(N2CCN(C(=O)CC3NC4CCCCC4NC3=O)CC2)cc1 (stereo not drawn),1.3%,-6.3%,-8.8%,-0.5%,-0.4%,-12.6%,9.5%,-4.8%
COc1ccc(/C=C2\N=C(SC)NC2=O)cc1,-8.8%,-0.4%,-2.3%,-4.3%,-2.8%,3.9%,11.5%,?
